Screening results from PubChem BioAssay.
GASC-1 inh: inhibitors of GASC-1 histone demethylase, primary screen, biochemical, fluorescence, DELFIA europium | Lysine-specific demethylase 4C (Homo sapiens), Q9H3R0 | GST-JMJD2C(1-420) H3K9me3 demethylation | 330,000 tested, 0.069% active | inhibition, % at 2.35 µM | AID 2099, 2009;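 active means more than half of a compound's replicate wells show inhibition beyond 50%, single wells judged on their own value; inconclusive means some, but no more than half, of replicates pass 50% inhibition; inactive means no replicate passes 50% inhibition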;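 further: signal counts dimethyl H3K9 product captured on neutravidin plate; 0% = median of DMSO wells and 100% = 0.3 times that DMSO median; strong numbers were not always called active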
Target sequence (Q9H3R0 1-420 limits assumed): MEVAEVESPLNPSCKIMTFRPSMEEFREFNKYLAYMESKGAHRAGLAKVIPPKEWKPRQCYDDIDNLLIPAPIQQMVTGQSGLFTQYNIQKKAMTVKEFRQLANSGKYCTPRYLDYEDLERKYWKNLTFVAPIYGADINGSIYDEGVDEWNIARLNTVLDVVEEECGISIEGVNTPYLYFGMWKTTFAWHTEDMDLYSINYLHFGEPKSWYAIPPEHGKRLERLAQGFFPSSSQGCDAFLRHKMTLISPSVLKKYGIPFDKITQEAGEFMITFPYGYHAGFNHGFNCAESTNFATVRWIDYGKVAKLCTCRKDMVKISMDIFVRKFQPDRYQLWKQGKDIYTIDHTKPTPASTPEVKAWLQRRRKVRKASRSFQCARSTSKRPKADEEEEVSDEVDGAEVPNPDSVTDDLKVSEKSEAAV
CTSL1 counter: Fasciola hepatica cathepsin L1 inhibitors, primary screen, counter-screen for PFM18AAP inhibitor project, biochemical, QFRET, fluorogenic peptide substrate; recombinant F. hepatica cathepsin L1, Z-Leu-Arg-MCA fluorescence; inhibition, % at 5.96 µM; 300,000 tested, 0.49% active;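 active means inhibition above the mean of all tested compounds plus 3 SD, set per screening campaign, cut at about 17% in these data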;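 further: 0% = plate median of test compound wells and 100% = 1 µM Z-Phe-Ala-diazomethylketone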
LYPLA2 inh: LYPLA2 inhibitors, primary screen, counter-screen for PME1 inhibitor project, biochemical, fluorescence polarization, FP-Rh probe ABPP; recombinant LYPLA2; inhibition, % at 5.9 µM; 320,000 tested, 0.38% active; AID 2177, 2009;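 active means inhibition above the screen-wide mean plus 3 SD, limit set per campaign, cut at about 26% in these data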;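 further: 0% = LYPLA2 with DMSO and 100% = wells lacking LYPLA2 enzyme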
HCV core dimer: inhibitors of HCV core protein dimerization, primary screen, biochemical, TR-FRET, high-throughput. TR-FRET GST/Flag-core106 dimerization, 1536-well. inhibition, % at 5 µM. 300,000 tested, 0.33% active. AID 1899, 2009;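 active means inhibition above the mean of all tested compounds plus 3 SD, set per screening campaign, cut at about 45% in these data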
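test system = GST/Flag-tagged HCV core106 proteins | probe or stimulus = Eu donor and XL665 acceptor anti-tag antibodies | times = compound-protein-antibody incubation 4 h at 22.5 °C | signal = TR-FRET, excitation 340 nm, emission 617 and 671 nm | measure = percent inhibition of core106 dimerization signal | controls = wells lacking GST-core106 and wells with excess unlabelled core106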
PREPL inhibitor: PREPL enzyme inhibitors, primary screen, biochemical, fluorescence polarization | recombinant PREPL, fluorescence polarization activity-based probe | 320,000 tested, 0.68% active | AID 2751, 2010 | Prolyl endopeptidase-like (Homo sapiens), Q4J6C6 | inhibition, % at 5.96 µM; in the data active means inhibition above about 43%;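 further: 0% = enzyme with DMSO and 100% = wells lacking enzyme; many of its hits are not listed in these tables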
PP1 inh: PP1-alpha phosphatase inhibitors, primary screen, counter-screen for PP5 inhibitor project, biochemical, fluorescence, OMFP substrate, single point; Serine/threonine-protein phosphatase PP1-alpha catalytic subunit (Homo sapiens), P62136; purified PP1alpha; inhibition, % at 6.7 µM; 320,000 tested, 0.9% active; AID 2235, 2010;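 active means inhibition above the mean inhibition of all tested compounds plus 3 SD, computed separately for each screening campaign, cut at about 15% in these data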
PP5 primary: PP5 phosphatase inhibitors, primary screen, biochemical, fluorescence; Serine/threonine-protein phosphatase 5 (Homo sapiens), P53041; purified PP5c, OMFP substrate fluorescence; inhibition, % at 6.7 µM; 320,000 tested, 0.18% active; AID 1987, 2009;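 active means inhibition above the campaign's mean inhibition across all tested compounds plus 3 SD, cut at about 9.5% in these data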;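 further: 0% = DMSO only and 100% = 100 µM cantharidin control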
Target sequence (P53041 whole entry, looked up): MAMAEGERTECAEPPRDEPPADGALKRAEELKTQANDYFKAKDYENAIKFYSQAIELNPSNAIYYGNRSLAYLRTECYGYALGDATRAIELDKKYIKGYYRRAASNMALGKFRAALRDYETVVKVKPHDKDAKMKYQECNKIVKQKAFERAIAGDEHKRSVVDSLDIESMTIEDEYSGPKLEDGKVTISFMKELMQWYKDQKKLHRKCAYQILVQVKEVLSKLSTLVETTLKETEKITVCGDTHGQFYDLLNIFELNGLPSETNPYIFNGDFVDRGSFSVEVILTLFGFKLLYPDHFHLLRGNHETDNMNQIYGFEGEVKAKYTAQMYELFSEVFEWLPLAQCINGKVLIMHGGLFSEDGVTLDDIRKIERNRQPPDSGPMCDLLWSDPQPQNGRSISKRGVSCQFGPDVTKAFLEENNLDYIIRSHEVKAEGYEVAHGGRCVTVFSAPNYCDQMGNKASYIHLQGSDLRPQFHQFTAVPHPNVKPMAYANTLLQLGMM
Efflux pump mplx: inhibitors of Candida efflux pumps in yeast, primary screen, S. cerevisiae, Nile Red, multiplex | inhibition, % at 10 µM | 330,000 tested, 0.44% active | S. cerevisiae Candida pump triplex;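 active means plate passing quality check with inhibition over a set limit, or well fluorescence over plate mean plus 4 SD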;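 further: Nile Red retained in pooled yeast measured as flow cytometry median fluorescence; 0% = buffer negative control and 100% = Enniatin B positive control; higher means more Nile Red kept so more efflux inhibition; some compounds called inactive have numbers as strong as hits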
TPT1 inh: Candida albicans TPT1 enzyme inhibitors, primary screen, biochemical, fluorescence polarization | tRNA 2'-phosphotransferase TPT1 (Candida albicans SC5314) | recombinant caTPT1, FP RNA substrate dephosphorylation | inhibition, % at 5 µM | 300,000 tested, 0.81% active | AID 1962, 2009;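 active means inhibition above the mean of all tested compounds plus 3 SD, set per screening campaign, cut at about 24% in these data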;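 further: plate controls were DMSO alone for no effect and ferristatin control at 100 nM for full effect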
* marks the source's active call; other numbers are inactive results; ? = inconclusive; / = not tested or not shown; & = joins results of further samples. The list is partial. The share of hits here may be higher or lower than overall.

mol	GASC-1 inh	CTSL1 counter	LYPLA2 inh	HCV core dimer	PREPL inhibitor	PP1 inh	PP5 primary	Efflux pump mplx	TPT1 inh
Cc1cccc(Cn2nc(C)c(NC(=O)c3ccc(F)cc3)c2C)c1	-17	-5	3	3	12	-2	-3.2	0.1	3
COc1cc(N2C(=O)CSC23C(=O)Nc2ccccc23)cc(OC)c1OC (configuration not stated)	-1	-2	5	-3	-4	-4	-0.2	-0.1	-4
Cc1nn(-c2ccc(Cl)cc2)c(NC(=O)C(C)C)c(-c2ccccc2)c1=O	6	1	5	-5	11	-4	0.5	0.0	-4
Cc1cccc(NC(=O)c2sc3nc4c(c(-c5ccco5)c3c2N)CCC4)c1	-6	-9	-3	18	16	1	0.6	-0.2	11
CCOC(=O)c1[nH]c(C)c(C(=O)OCc2ccc(C)cc2)c1C	5	0	2	6	8	-5	1.0	-0.1	-3
COc1ccc(-c2cc3nc(-c4ccccc4)cc(N4CCC5(CC4)OCCO5)n3n2)cc1	-8	4	-18	1	15	-2	3.3	0.0	-2
COc1ccc(N2C(=NC(=O)C3CCCCC3)SC3CS(=O)(=O)CC32)cc1OC (configuration not stated)	?	2	8	-3	-1	-6	0.2	-0.1	-1
COc1ccc(-n2c(SC)nc(O)c(Cc3ccccc3)c2=O)cc1	32	4	3	-2	1	0	0.3	0.1	-1
CCC(C(=O)NC1CCCC1)N(Cc1ccc2c(c1)OCO2)C(=O)c1snc(C(N)=O)c1N (configuration not stated)	-25&2	3	-3	0	20	-2	2.9	0.0	-3
O=[N+]([O-])c1ccc(NC2CCN(Cc3ccccc3)CC2)c([N+](=O)[O-])c1	5	0	4	9	26	-2	2.5	-0.1	1
CC12CN3CC(C)(CN(C1)C3c1ccc([N+](=O)[O-])o1)C2 (configuration not stated)	-4	8	0	-3	-7	-1	-0.4	0.0	-2
Cc1cccc(/C=N/NC(=O)NC23CC4CC(CC(C4)C2)C3)n1	4	-3	3	2	5	-3	0.7	0.1	-2
CCOC(=O)/C=C/C(=O)OCC(=O)Nc1ccc(Cl)cc1Cl	3	-17	3	6	3	-5	-1.3	-0.1	0
O=C1c2ccccc2C(=O)N1CCCCSc1nnc2c(Cl)cc(Cl)cn12	3	-1	5	8	-9	-1	-0.9	0.1	-8
Cc1occc1-c1nnc(SCC(=O)N2CCOCC2)o1	3	1	-4	5	-4	-2	-1.8	0.0	-6
O=C(NCc1ccco1)c1cccn2c(=O)c3c4c(sc3nc12)CCCC4	-15	2	3	42	14	-2	1.1	-0.1	-3
N#Cc1ccc(COc2cccnc2[N+](=O)[O-])cc1	-12	0	3	5	2	0	0.9	-0.2	-2
COc1ccc(CCN2C(=O)CSC2c2cccc([N+](=O)[O-])c2)cc1OC (configuration not stated)	-29	3	-2	5	-1	1	-0.9	-0.1	0
O=[N+]([O-])c1cccc(-c2ccc(C(=S)N3CCN(c4ccc(F)cc4)CC3)o2)c1	1	3	4	44	22	9	0.2	0.0	5
CC(C)(C)N1CC(C(=O)Nc2cccc(Cl)c2Cl)CC1=O (configuration not stated)	-2	-1	-3	5	-5	2	-1.8	0.0	0
CN(C)NC(=O)C12CCC(C)(C(=O)O1)C2(C)C (configuration not stated)	9	3	2	-12	3	-2	1.5	-0.2	-7
CCCOc1ccc(N2C(=O)CC(N3CCN(CCN=CC4=C(O)CC(C)(C)CC4=O)CC3)C2=O)cc1 (configuration not stated)	-10	-8	1	-1	7	-7	-0.3	0.7	1
CCc1nc(SCc2ccccn2)c2c(=O)n(C)c(=O)n(C)c2n1	-6	0	1	7	-4	-1	2.5	0.0	-1
CCCOc1cccc(C(=O)N(Cc2ccccc2)C2CCS(=O)(=O)C2)c1 (configuration not stated)	-2	0	2	6	5	-2	-0.2	-0.1	3
Cc1ccc(N2CC(C(=O)NCc3ccco3)CC2=O)cc1Cl (configuration not stated)	-25	0	6	1	3	0	1.3	-0.2	-1
N/C(=N\OC(=O)c1cccc(Cl)c1)c1ccncc1	16	0	2	1	6	-1	-0.1	0.3	0
COC(C(=O)N/N=C(\C)CC(=O)Nc1ccc(Cl)cc1C)c1ccccc1 (configuration not stated)	-16	-3	2	-3	2	-3	0.4	0.0	-1
Cc1ccc(/C=N/NC(=O)c2nnn(-c3nonc3N)c2CSc2ccccc2)s1	-12	1	-5	6	4	-1	0.7	-0.5	0
CN(C)C(CNC(=O)CNC(=O)c1ccc2ccccc2c1)c1ccccc1 (configuration not stated)	-4	-2	1	0	7	-2	3.1	0.8	-1
CCOc1ccc(N(CC(=O)NC(C)(C)C)C(=O)c2ccco2)cc1	1	-1	0	0	7	-4	4.3	0.1	4

Among those listed so far, these have a nitro group on carbon.
mol	GASC-1 inh	CTSL1 counter	LYPLA2 inh	HCV core dimer	PREPL inhibitor	PP1 inh	PP5 primary	Efflux pump mplx	TPT1 inh
O=[N+]([O-])c1ccc(NC2CCN(Cc3ccccc3)CC2)c([N+](=O)[O-])c1	5	0	4	9	26	-2	2.5	-0.1	1
CC12CN3CC(C)(CN(C1)C3c1ccc([N+](=O)[O-])o1)C2 (configuration not stated)	-4	8	0	-3	-7	-1	-0.4	0.0	-2
N#Cc1ccc(COc2cccnc2[N+](=O)[O-])cc1	-12	0	3	5	2	0	0.9	-0.2	-2
COc1ccc(CCN2C(=O)CSC2c2cccc([N+](=O)[O-])c2)cc1OC (configuration not stated)	-29	3	-2	5	-1	1	-0.9	-0.1	0
O=[N+]([O-])c1cccc(-c2ccc(C(=S)N3CCN(c4ccc(F)cc4)CC3)o2)c1	1	3	4	44	22	9	0.2	0.0	5

Next section.
mol	GASC-1 inh	CTSL1 counter	LYPLA2 inh	HCV core dimer	PREPL inhibitor	PP1 inh	PP5 primary	Efflux pump mplx	TPT1 inh
CCOC(=O)C1CCCN(c2oc(-c3ccc(F)cc3)nc2C#N)C1 (configuration not stated)	4	-3	-1	0	8	5	0.1	0.0	-2
C[n+]1cccc(C(=O)N/N=C/c2ccc3c(c2)OCO3)c1	-12	4	-4	-5	8	-1	-0.1	-0.1	3
COC(=O)C(C)(C)NC(=O)c1cccs1	29	1	-1	-4	1	-3	2.8	0.1	-3
Nc1nnnn1/N=C/c1cc([N+](=O)[O-])ccc1O	-1	5	-5	-9	4	-8	0.1	0.0	-2
CCCCC1(C)OC(=O)C(=Cc2ccc(-c3ccc(Cl)c(C(=O)O)c3)o2)C(=O)O1 (configuration not stated)	3	1	-3	7	8	3	1.3	0.0	1
CCOC(=O)C(=CNc1ccc2c(c1)c1ccccc1n2CC)C(=O)OCC	-1	5	2	0	6	-4	2.1	0.1	-1
Cc1ccc(/C=N/N2CCN(Cc3ccc(C)cc3)CC2)cc1	-4	-11	10	0	8	-6	0.8	0.1	-2
CCn1c(CNC(=O)c2ccco2)nnc1SCC(=O)Nc1ccc(Br)cc1F	-41	-3	-3	1	-6	-3	0.2	0.0	19
COc1ccc(NC(=O)Cc2c(Cl)cccc2Cl)cn1	4	-3	-6	-1	0	-1	-0.6	-0.1	-2
Cc1ccc(CCNc2ccccc2)c[n+]1[O-]	-1	-2	-17	-2	-16	-5	2.9	0.0	-8
CCOC(=O)c1ccc(NC=C2C(=O)OC3(CCCCC3)OC2=O)cc1	-2	-3	-2	-3	3	3	1.7	0.0	-2
CC(=O)c1ccc(N2CCN(C(=S)Nc3cccc(F)c3)CC2)cc1	-2	4	9	3	9	3	2.5	0.0	0
Cc1cc(/C=C2/NC(=O)NC2=O)c(C)n1C	12	2	-9	-1	13	-1	0.1	0.8	2
O=C(Nc1cccnc1)C1OCCc2ccccc21 (configuration not stated)	6	1	0	-4	-4	1	1.6	-0.1	-4
NC(=O)c1ccsc1NC(=O)COC(=O)c1c(F)cccc1Cl	2	/	11	/	2	1	-0.5	-0.1	/
O=C(c1cnn2c1NC(c1ccc(Br)cc1)CC2C(F)(F)F)N1CCN2CCCC2C1 (configuration not stated)	2&4	-3	-2	1	9	1	0.8	0.1	-2
Cc1nnc(N(Cc2ccco2)C(=O)c2ccc(C#N)cc2)s1	9	0	-2	0	3	-2	-0.4	0.0	-5
CCOc1cccc(-c2nnc3n2N=C(c2cc(OC)ccc2OC)CS3)c1	-7	2	-5	8	-24	8	6.9	0.0	1

A second format for some results above.
Fields – GASC-1 inh	CTSL1 counter	LYPLA2 inh	HCV core dimer	PREPL inhibitor	PP1 inh	PP5 primary	Efflux pump mplx	TPT1 inh
CCOC(=O)c1ccc(NC=C2C(=O)OC3(CCCCC3)OC2=O)cc1
  -2	-3	-2	-3	3	3	1.7	0.0	-2
Cc1nnc(N(Cc2ccco2)C(=O)c2ccc(C#N)cc2)s1
  9	0	-2	0	3	-2	-0.4	0.0	-5
